GALR2 antag = antagonists of human galanin receptor 2 (GALR2). GALR2-expressing cells, antagonist mode. O43603. inhibition, % at 4 µM. AID 828. hit rate 0.39% among 140,000; in the data active = inhibition above about 27%;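 also: cells stimulated with galanin 1-16 at roughly its EC80; 0% = agonist challenge control and 100% = basal control without agonist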
Target sequence (O43603 whole entry, looked up): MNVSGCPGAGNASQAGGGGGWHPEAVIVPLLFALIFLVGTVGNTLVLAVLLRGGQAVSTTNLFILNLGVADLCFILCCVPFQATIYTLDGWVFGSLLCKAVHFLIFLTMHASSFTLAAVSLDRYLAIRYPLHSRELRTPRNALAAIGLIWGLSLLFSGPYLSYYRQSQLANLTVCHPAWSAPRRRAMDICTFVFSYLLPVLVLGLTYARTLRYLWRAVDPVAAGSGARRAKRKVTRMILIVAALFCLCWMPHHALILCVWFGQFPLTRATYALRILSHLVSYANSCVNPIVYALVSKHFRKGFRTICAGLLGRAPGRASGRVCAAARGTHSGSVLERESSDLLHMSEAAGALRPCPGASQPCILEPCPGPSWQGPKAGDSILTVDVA
NPY-Y2 antag = blocks the human neuropeptide Y Y2 receptor; P49146; NPY-Y2 expressing cells, antagonist mode; hit rate 0.99% among 140,000; AID 793; inhibition, % at 2.7 µM; in the data active = inhibition above about 17%;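 also: 0% = vehicle with agonist challenge and 100% = reference antagonist with challenge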
Target sequence (P49146 whole entry, looked up): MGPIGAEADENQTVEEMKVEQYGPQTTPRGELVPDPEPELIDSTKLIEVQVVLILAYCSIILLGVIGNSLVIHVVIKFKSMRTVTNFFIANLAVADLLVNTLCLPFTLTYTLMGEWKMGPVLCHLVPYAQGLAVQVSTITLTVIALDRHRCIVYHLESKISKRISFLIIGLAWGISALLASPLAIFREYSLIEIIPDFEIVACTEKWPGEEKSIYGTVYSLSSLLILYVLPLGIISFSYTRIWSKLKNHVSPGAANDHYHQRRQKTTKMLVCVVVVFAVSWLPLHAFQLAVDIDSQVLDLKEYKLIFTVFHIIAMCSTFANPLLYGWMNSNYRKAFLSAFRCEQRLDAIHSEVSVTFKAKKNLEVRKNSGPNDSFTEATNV
Measles CPE = protection of cells from measles virus. Measles virus-infected cells, CPE protection, absorbance. hit rate 1.5% among 140,000. protection (pct of control), % at 4 µM; in the data active = protection mostly above about 24%, no sharp cut-off; inactive = mostly below about 26%; also: some compounds called inactive have numbers as strong as hits
E-sel TNF inh = blocks E-selectin expression induced by TNF alpha | AID 1246 | hit rate 0.71% among 120,000 | HUVEC TNFa-induced E-selectin immunofluorescence, high content | inhibition, % at 2 µM;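 active = inhibition above the batch mean plus 3 SD, and confirmed as a hit on visual image review, cut at about 43% in these data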;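 also: 0% = TNF-stimulated DMSO wells and 100% = unstimulated control wells; not every result past the cut was called active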
BB579 growth dn = chemicals that inhibit yeast BB579 growth in restrictive medium (lifespan-shortening candidates); hit rate 0.51% among 140,000; S. cerevisiae BB579 growth, OD615, 48 h; inhibition, % at 10 µM;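 active = inhibition above a set limit, 3 SD over the mean compound inhibition, cut at about 44% in these data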; also: inactives centre near -24
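test system = yeast BB579 (DeaD) | buffer or medium = restrictive CSMM-D medium | doses = single compound dose of 10 µM, 0.25% DMSO final | times = 4 h preincubation and 48 h exposure at 30 °C | technique = culture absorbance at 615 nm | benchmarks = amphotericin B 10 µg/mL, positive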
MRP-1 activ = activators of MRP-1. H69AR cells + doxorubicin, viability rescue, CellTiter-Glo. viability increase, % at 10 µM. hit rate 0.61% among 140,000. AID 799;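 active = viability gain under doxorubicin at or above a set limit, the compound median plus 3 SD, cut at about 4.7% in these data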;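 also: MRP-1 overexpressing cells given doxorubicin 25 µM after compound pretreatment; 18-22 h compound pretreatment then 72 h with doxorubicin before readout; 0% = doxorubicin-only wells and 100% = vehicle-treated cells without doxorubicin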
Phagocytosis inh = inhibitors of macrophage phagocytosis; J774A.1 macrophage IgG-bead phagocytosis, imaging; inhibition, % at 5 µM; hit rate 0.07% among 110,000; AID 1029;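 active = inhibition above the mean of the plate negative controls plus 5 SD, cut at about 13% in these data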;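 also: phagocytic index as fraction of beads internalized from green versus red external bead signal; plate controls were DMSO negative control for no effect and cytochalasin-D positive control for full effect; some results beyond the cut were filed as inactive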
HCT116 bCat-KO = beta-catenin-lacking colon tumor cell growth suppression. viability, % at 10 µM. hit rate 1.5% among 140,000. HCT116 beta-catenin knockout viability, CellTiter-Glo, 60 h; hits give low values;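 active = viability at or under a set limit, the compound median less 4 SD, cut at about 6% in these data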;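 also: 0% = Hyamine 1622 control at 20 µM and 100% = untreated cell control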
Yeast life ext = extends the lifespan of yeast; S. cerevisiae growth with nicotinamide, OD615; deaD strain in restrictive glucose medium; inhibition of the nicotinamide effect, % at 10 µM; hit rate 0.68% among 130,000; AID 775;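 active = inhibition above a set limit, placed 3 SD over the median of all compounds, cut at about 26% in these data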;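 also: 0% = nicotinamide-treated wells and 100% = cells grown without nicotinamide; some compounds called inactive have numbers as strong as hits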
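assay system = DeaD-strain S. cerevisiae | buffer or medium = restrictive glucose medium | reagent = 1.5 mM nicotinamide | compound = 10 µM single point, 0.25% DMSO | incubation = 48 h compound exposure at 30 °C, humidified | signal = OD615 measurement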
HCT116 PTEN-null = suppresses growth of cells with PTEN deletion; HCT116 PTEN-null viability, CellTiter-Glo, 60 h; hits give low values; viability, % at 10 µM; hit rate 1.2% among 140,000; AID 827;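 active = viability at or below a set limit, 4 SD under the median of all tested compounds, cut at about 3.7% in these data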;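 also: PTEN knockout HCT116 line with beta catenin targeted HCT116 as companion control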
* = called active by the depositor; / = no result given.

Compound,GALR2 antag,NPY-Y2 antag,Measles CPE,E-sel TNF inh,BB579 growth dn,MRP-1 activ,Phagocytosis inh,HCT116 bCat-KO,Yeast life ext,HCT116 PTEN-null
Cc1ccc(NC(=O)CCSc2nnc(Cc3ccccc3)o2)cc1,9,8,5,-12,-33,-1.0,-3,98,-5,98
Cc1ccc2nc(-c3ccccc3)c(NC(=O)c3ccco3)n2c1,3,1,18,17,-18,-2.6,/,87,/,94
CCOc1ccccc1Oc1coc2cc(O)ccc2c1=O,-4,-1,1,/,-28,-1.8,1,90,-9,90
CNC(=O)CSc1nc(N)c2c3c(sc2n1)CCC3,-3,-1,6,12,-41,-2.4,/,84,-17,95
O=C(CCc1ccccc1)Nc1ccc(NC(=O)C2CC2)nc1,-18,-1,3,/,-1,0.8,-2,100,-9,89
COc1ccc2nc(NC(=O)C3CCCN(S(=O)(=O)c4cccs4)C3)sc2c1 (stereo not given),-10,-1,17,18,-59,-1.4,0,62,-3,54
CCOC(=O)Cn1c(=NC(=O)CSC(C)=O)sc2cc(F)ccc21,-1,1,3,/,-11,0.5,0,109,-4,100
Cc1ccc(N=Cc2nc(-c3ccco3)oc2O)cc1,-10,3,5,35,-55,-3.0,-1,57,-28,71
Cc1ccc2nc(-c3ccc(NC(=O)CSc4ccccc4)cc3)[nH]c2c1,8,2,9,-32,-22,-0.9,0,3.2*,76*,8
Cn1nc(-c2ccc(Cl)cc2)c2cc(C(=O)N3CCCC3)sc21,5,0,1,/,-1,-1.4,-1,83,-7,94
CC1Cc2ccccc2N1C(=O)Cn1nnc(-c2ccccc2NC(=O)C2CCC2)n1 (stereo not given),0,1,9,7,-13,-4.4,/,88,4,76
CCNc1nc(NCC)nc(ON=C(C)C)n1,-5,1,6,-8,-8,-3.2,0,100,-11,98
CCOc1ccc(/C=N/Nc2cc(=O)n(C)c(=O)n2C)cc1,8,1,2,/,17,-0.2,-5,100,-1,94
COc1ccc(Cc2nnc(SC)[nH]c2=O)cc1OC,-1,1,4,/,-19,-1.4,0,101,2,102
CCCCn1nnnc1NCc1ccc(OC)c(OC)c1OC,2,5,9,-24,0,-0.9,0,96,-4,92
COc1ccc(C(=O)N2CCN=C2SCc2cccnc2)cc1OC,1,1,12,10,-2,-0.7,0,102,-4,99
CCOC(=O)Nc1ccc2c(C)cc(=O)oc2c1,-7,3,13,9,-5,-0.1,0,80,-17,77
CNS(=O)(=O)c1cccc(C(=O)NCC(c2cccs2)N(C)C)c1 (stereo not given),-4,3,10,19,-43,-1.2,3,92,-2,102
Cn1c(=O)c2c(nc(N/N=C/c3ccc(OC(=O)c4ccco4)cc3)n2Cc2ccccc2)n(C)c1=O,2,1,8,/,-12,-2.0,/,59,3,58
CCOC(=O)C(NC(=O)Nc1ccc(F)cc1F)(Oc1ccc(F)cc1)C(F)(F)F (stereo not given),-1,3,16,/,-17,0.1,-3,97,0,100
Cc1cc(C)c(NC(=O)C2CCCCN2C)c(C)c1 (stereo not given),-2,1,7,2,-5,-1.7,/,91,-9,96
Cc1ccc(N=C2NC(=O)CS2)c(C)c1,0,2,0,4,-47,-0.4,0,105,-10,104
CCOC(=O)c1nn(-c2cccc(C)c2)c2nc(-c3ccccc3)c(C#N)c(=O)n12,1,1,7,-12,7,-2.2,3,85,-3,85
COc1ccc(O[C@H]2C=C[C@@H](c3ccccc3)O[C@@H]2COC(=O)CC/C(C)=N/OC[C@@H](O)[C@H]2O[C@@H]3OC(C)(C)O[C@@H]3[C@H]2O)cc1,-3,-2,5,/,-23,-2.2,/,86,1,90
O=C(C1COc2ccccc2O1)N1CCn2c(nc3ccccc32)C1 (stereo not given),6,5,38,/,-9,-3.0,0,93,-9,95
COc1ccc(-c2nnc(-c3ccc(N)cc3)o2)cc1,3,4,5,10,-39,0.0,5,109,-27,101
O=C(CSc1nnc(-c2cccnc2)n1Cc1ccco1)c1ccc2ccccc2c1,-4,6,6,6,-12,-1.2,-1,91,-7,84
O=C(CSc1ccc(-c2ccc(Cl)cc2)nn1)N1CCCc2ccccc21,-2,9,11,/,-21,1.0,-7,68,-3,62
COC(CNC(=O)c1cc(C)nn1-c1ccccc1)OC,-10,1,2,2,-14,1.6,1,96,-12,95
c1ccc(Cc2nc3ccccc3o2)cc1,-7,0,17,9,-33,-0.1,-1,109,-11,98

Profiles, looked up by structure:
CCOC(=O)C(NC(=O)Nc1ccc(F)cc1F)(Oc1ccc(F)cc1)C(F)(F)F (stereo not given) is listed with GALR2 antag = -1; NPY-Y2 antag = 3; Measles CPE = 16; E-sel TNF inh = /; BB579 growth dn = -17; MRP-1 activ = 0.1; Phagocytosis inh = -3; HCT116 bCat-KO = 97; Yeast life ext = 0; HCT116 PTEN-null = 100
COC(CNC(=O)c1cc(C)nn1-c1ccccc1)OC is listed with GALR2 antag = -10; NPY-Y2 antag = 1; Measles CPE = 2; E-sel TNF inh = 2; BB579 growth dn = -14; MRP-1 activ = 1.6; Phagocytosis inh = 1; HCT116 bCat-KO = 96; Yeast life ext = -12; HCT116 PTEN-null = 95

More compounds:
Compound,GALR2 antag,NPY-Y2 antag,Measles CPE,E-sel TNF inh,BB579 growth dn,MRP-1 activ,Phagocytosis inh,HCT116 bCat-KO,Yeast life ext,HCT116 PTEN-null
COc1ccc2cc(C(=O)N3CCOCC3)sc(=O)c2c1OC,-3,-1,10,/,-10,-5.1,0,95,-3,94
Cc1cccc(NC(=O)c2ccc(NS(=O)(=O)c3c(C)noc3C)cc2)c1,2,0,12,100*,-12,-2.5,-4,90,-6,87
CC1NC(=O)N(C)C2NC(=O)N(C)C(c3ccccc3)C12 (stereo not given),17,0,5,-23,-30,-2.5,0,95,-2,101
CCNc1nc(OCCNC(C)=O)nc(N(C)C)n1,-13,1,6,27,-26,0.0,/,84,-14,103
COC(=O)c1[nH]c2cc(OC)ccc2c1NC(=O)CCN1CCN(Cc2ccc3c(c2)OCO3)CC1,-5,0,-1,/,-63,-0.4,-3,90,-8,101
CCOc1cc(C(c2c(C)[nH][nH]c2=O)c2c(C)[nH][nH]c2=O)ccc1OS(=O)(=O)c1ccccc1,-12,1,3,/,-52,-1.4,-3,99,-19,91
CCCCN(C)CCC(=O)Nc1ccc(C)cc1,2,1,9,-20,-14,-1.1,0,92,-1,93
CC(C(=O)Nc1sccc1C(N)=O)N1C(=O)C2CC=CCC2C1=O (stereo not given),-3,2,12,2,-9,-0.4,0,108,-9,100
Cc1nc(OCc2ccccc2)c2ccccc2n1,4,4,3,19,-15,-0.1,/,69,-20,72
Nc1nnc(COc2cccc(C(F)(F)F)c2)s1,-3,2,7,-3,-22,-1.9,-1,96,-8,89
CC(=O)c1ccc(N2C(=O)NC3(CCCCC3)C2=O)cc1,23,-1,5,-41,-9,0.2,1,88,-4,103
O=[N+]([O-])c1ccc(N/N=C/c2ccc[nH]2)cc1,17,-1,5,/,87*,-3.8,1,61,-6,77
CCOC(=O)CNC(=O)CSc1ncnc2c1cnn2-c1ccc(Cl)cc1,4,-1,12,-18,-17,-2.7,0,68,-34,82
Cc1nnc(NC(=O)c2ccc(C)c(S(=O)(=O)N3CCCCCC3)c2)s1,-1,4,25,18,-35,-0.9,0,89,-11,88
COc1ccc(OC)c(S(=O)(=O)Nc2ccc3oc4c(c3c2)C(=O)CCC4)c1,-8,9,6,-13,-44,-1.2,0,94,-8,94
COC(=O)CCC(=O)c1oc2ccc(Cl)cc2c1NC(=O)CCCN1C(=O)c2ccccc2C1=O,-6,3,18,15,-9,-2.3,/,100,-22,106
CCOc1ccc(C(C#N)N2CCOCC2)cc1OC (stereo not given),-18,3,7,18,-27,-0.8,0,100,-6,104
COc1ccc(Nc2nc3ccccc3nc2-n2nc(C)cc2C)cc1,-18,2,16,/,-5,0.6,-1,92,-6,95
COc1cc(C(C(=O)NC2CCCCC2)N(C(=O)Cc2c[nH]c3ccccc23)c2ccccc2C)cc(OC)c1OC (stereo not given),-9,4,14,1,-9,-0.1,/,78,-2,76
CC(C)c1cc(C(=O)Nc2cccc(C(F)(F)F)c2)no1,-16,4,1,33,-44,-1.2,0,75,-21,86
COc1cc2cc(CN(CCCO)S(=O)(=O)c3ccccc3Cl)c(=O)[nH]c2cc1OC,-8,0,14,7,-16,-3.2,-2,91,-20,81
O=C(COC(=O)c1cccnc1)c1ccc(Cl)cc1,-16,1,10,/,-16,0.4,-1,92,-10,92
CCC(C)NC(=O)C1CCN(S(=O)(=O)c2cccc3cccnc23)CC1 (stereo not given),-3,2,9,/,49*,-1.8,0,74,-7,78
FC(F)(F)c1cccc(N2CCN(c3ccc4nnc(-c5ccccc5)n4n3)CC2)c1,-1,0,7,-24,-32,-4.1,0,91,1,89
CCOC(=O)C1CCN(S(=O)(=O)c2cccc(-c3cn4cc(Cl)ccc4n3)c2)CC1,-1,4,2,19,-40,0.6,/,86,0,96
Brc1ccc(C2CC(c3ccccc3)=Nc3ccccc3N2)cc1 (stereo not given),-10,7,4,/,-59,-4.8,/,59,2,59
CCCCN1C(=O)C(=O)N(c2ccccc2)C1=S,6,2,31,/,-43,1.6,-2,92,1,100
CC(O)CNCc1ccc(-c2ccccc2)cc1 (stereo not given),-6,8,3,-2,-18,-2.6,/,69,-13,66
COc1cccc(-n2c(=O)[nH]cc(C(=O)Nc3ccc4c(c3)OCCO4)c2=O)c1,3,3,7,/,-64,-1.2,/,96,-1,113
